Screens (PubChem)
Hsp70 inhibitors = Hsp70 inhibitors, probe displacement, primary screen, biochemical, fluorescence polarization (AID 583); Heat shock 70 kDa protein 1A (Homo sapiens); Hsp70 fluorescence polarization probe displacement, mP; higher % means a stronger effect; displacement, % at 20 µM; hits with a dose series show IC50 in µM; 0.06% of 140,000 active; in the data active means displacement above about 50%;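 further: plate controls were vehicle for no effect and reference ligand for full effect; a part of the inactive calls stands beside numbers as strong as those of hits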
MKP-3 inhibition = MKP-3 phosphatase inhibitors, primary screen, biochemical, rat enzyme, in vitro (AID 425) | Dual specificity protein phosphatase 6 (Rattus norvegicus) | recombinant MKP-3 phosphatase activity, fluorescence; higher % means a stronger effect | one-dose inhibition, % at 20 µM; IC50 in µM for titrated hits | 0.17% of 110,000 active; in the data active means inhibition above about 50%;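 further: plate controls were vehicle for no effect and reference inhibitor for full effect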
Numbers without * were called inactive; . = not tested or not shown; & = joins results of further samples.

Hsp70 inhibitors	MKP-3 inhibition	SMILES
-4.3%	3%	CCOC(=O)C(C)Oc1cccc2c1ccc1c(-c3ccccc3)cc(=O)oc12 (stereo not given)
4.1%	8%	COC(=O)c1sccc1NC(=O)CSc1nnnn1-c1ccccc1F
3.6%	-4%	COc1ccc(OC)c(S(=O)(=O)NCCO)c1
2.0%	-11%	CC12CC3CC(C)(C1)CC(C(=O)Nc1nn[nH]n1)(C3)C2
-2.0%	2%	COc1ccc(C2Nc3ccccc3NC3=C2C(=O)CC(C)(C)C3)cc1OCc1ccccc1 (stereo not given)
0.5%	-16%	O=C(Nc1cccc2cccnc12)c1cccnc1
-0.6%	4%	Cc1cc(C(=O)Nc2ccccc2C(=O)O)ccc1NC(=O)C(C)(C)C
1.7%	3%	Cc1ccccc1OCC(O)CNS(=O)(=O)c1ccccc1C(=O)O (stereo not given)
-4.5%	0%	CCOC(=O)c1c(NC(C)=O)sc2cc(C(C)(C)C)ccc12
-3.0%	3%	O=C(Nc1cccc(Br)c1)Nc1ccc2nccnc2c1
0.2%	1%	C/C(=C\C(=O)ONC(=O)c1ccccc1)NCc1ccccc1
1.3%	0%	O=C(c1cccc(F)c1)N1CCN(Cc2c[nH]c3ccccc23)CC1

The last two compounds of the part before open the next one.
Hsp70 inhibitors	MKP-3 inhibition	SMILES
0.2%	1%	C/C(=C\C(=O)ONC(=O)c1ccccc1)NCc1ccccc1
1.3%	0%	O=C(c1cccc(F)c1)N1CCN(Cc2c[nH]c3ccccc23)CC1
2.3%	1%	CCn1c2ccccc2c2nnc(-n3nc(C)c(Cc4ccccc4)c3C)nc21
-0.7%	-11%	Cc1nnc(SCc2ccccc2Cl)n1CC1CCCO1 (stereo not given)
0.8%	0%	Cc1ccc2c(c1C)NC(=O)C2(O)CC(=O)c1ccc2c(c1)OCO2 (stereo not given)
6.3%	5%	CCc1nc(SCC(=O)N2CCc3ccccc32)c2oc3ccccc3c2n1
3.1%	2%	COc1ccc(C(=O)COC(=O)c2ccc(OC)c(OC)c2)cc1OC
4.1%	.	Cc1ccccc1OCC(=O)Nc1cccc2nsnc12
0.4%	-8%	CCOC(=O)c1c(C)n(C)c2ccc(OC)c(NC(=O)CN3CCN(Cc4ccccc4)CC3)c12
-5.0%	-4%	O=S(=O)(Nc1ccc(Cl)c2cccnc12)c1ccccc1
8.2%	-2%	Cc1c(/C(O)=C2/C(=O)C(=O)N(CCN3CCOCC3)C2c2cccnc2)cnn1-c1ccccc1 (stereo not given)
-1.7%	.	Cc1onc(-c2ccccc2)c1C(=O)Nc1ccon1
2.8%	2%	C/C(=N\Nc1nc(-c2ccc(C)cc2)nc2ccccc12)c1cccc([N+](=O)[O-])c1
3.1%	-2%	CCCCC(=O)Nc1ccc(C(=O)N2CCN(c3ccccc3OC)CC2)cc1
-2.4%	.	CCCn1nnnc1NCc1ccc(N2CCCC2)cc1
0.2%	.	CCCCOC(=O)c1cc(C)nc2ccc(Br)cc12
1.3%	2%	O=C(C1CCN(S(=O)(=O)N2CCC3(CC2)OCCO3)CC1)N1CCN(Cc2ccccc2)CC1
-4.2%&1.2%	6%	Nc1cccc(Nc2nc(OC(C(F)(F)F)C(F)(F)F)nc(OC(C(F)(F)F)C(F)(F)F)n2)c1
-4.1%	0%	COc1ccc(NS(=O)(=O)c2ccc(N/C=C\C(=O)c3ccccc3)cc2)nn1
-4.3%	-3%	Cc1ccccc1N1CCN(C(=S)c2ccc(OCc3ccccc3)cc2)CC1
5.0%	.	C=CCNc1sc(C(=O)c2ccc(C)cc2)c(N)c1C#N
2.4%	.	CCCOc1ccc(-c2nc(OC)c3ccccc3n2)cc1
3.6%	0%	CCn1nc(C(=O)OCC(=O)c2cc(C)n(Cc3cccs3)c2C)c2ccccc2c1=O
-5.8%	4%	CCOc1cc(C=C2C(=O)NC(=S)N(CC)C2=O)ccc1O
-1.7%	4%	Cc1cccc(NC(=O)C(=O)NCc2ccco2)c1C
4.5%	.	COc1cc2c(cc1OC)C(=S)NC(C)(C)C2
1.1%	-1%	COc1ccc(CNc2nc3nc(C)cc(C)n3n2)cc1OC
5.9%	-8%	CCOc1ccc(NC(=O)N(CCC(C)C)C(C)c2ccco2)cc1 (stereo not given)
3.7%	1%	Cc1cc(Cl)ccc1OCC(=O)Nc1ccccc1O
4.1%	-4%	Cn1c2nc(-[n+]3ccccc3)nc-2c([O-])n(C)c1=O
-0.6%	.	Cc1cccc(C)c1NC(=O)CSCc1cccc(CSCC(=O)Nc2c(C)cccc2C)n1
3.5%	-13%	COc1ccc2nc(C)cc(N3CC(C)OC(C)C3)c2c1 (stereo not given)
1.0%	-6%	Cc1nc(CC(=O)N2CCN(c3cccc(C)c3C)CC2)cs1
-0.6%	4%	C=CCN(CC=C)S(=O)(=O)c1ncn[nH]1
4.6%	.	NC(=O)CSc1nnc(-c2cccs2)n1-c1ccccc1
0.1%&0.9%	2%	C/C(=N\NC(=O)c1c[nH]c2ccccc12)c1ccco1
-2.0%	3%	CC1CCCCC1NC(=O)C1CCN(S(=O)(=O)N2CCOCC2)CC1 (stereo not given)
-0.7%	3%	Cc1c(Cl)cccc1NC(=O)C1(C)CC2c3ccccc3C1c1ccccc12 (stereo not given)

Compound profiles, as listed above.
Cc1onc(-c2ccccc2)c1C(=O)Nc1ccon1 across the screens: Hsp70 inhibitors = -1.7%; MKP-3 inhibition = .
O=C(Nc1cccc2cccnc12)c1cccnc1 across the screens: Hsp70 inhibitors = 0.5%; MKP-3 inhibition = -16%

Additional results
Hsp70 inhibitors	MKP-3 inhibition	SMILES
-6.1%	-1%	C=CCNC(=O)C1CCN(S(=O)(=O)c2ccccc2)CC1
-1.3%	1%	O=S(=O)(Nc1ccc(O)c(-c2nc3ccccc3o2)c1)c1ccccc1
3.3%	2%	CCOc1ccc(C2Oc3nc(SC)nnc3-c3ccccc3N2C(C)=O)cc1OC (stereo not given)
0.5%	2%	O=C(COC(=O)COc1ccc(Nc2ccccc2)cc1)NCc1ccco1
5.7%	2%	CCOC(=O)N1CCN(C(=O)c2ccc(C)c(S(=O)(=O)Nc3cccc(C)c3C)c2)CC1
0.9%	4%	CC(=O)Nc1nc(-c2ccc(Cl)cc2)nc(C)c1C(C)=O
-20%	.	CCCCC(CCCC)=N/N=C/c1c(O)n(CC)c2cc(C3=NNC(=O)CC3)ccc12
-5.6%	-2%	O=S(=O)(c1cccc2nsnc12)N1CCCC1
1.6%	.	Cc1ccnc(NS(=O)(=O)c2ccc(NS(=O)(=O)c3ccccc3)cc2)n1
-58%	-1%	Cc1cc(N2CCN(C(=O)c3ccco3)CC2)n2nc(-c3cccc(Cl)c3)cc2n1
2.5%	.	CC(C)NC(=O)CC(c1ccccc1)c1cc(Br)ccc1O (stereo not given)
6.1%	-6%	CCOC(=O)c1cnn(CCOC(=O)C(C)(C)C)c1NC(=O)C(C)(C)C
1.2%	.	O=C(Nc1cc(C(=O)N2CCCC2)ccc1N1CCCC1)C1CC1
1.8%	1%	COc1ccccc1-n1c(C)ccc1-c1ccccc1
0.5%	-4%	O=C1CC(N2CCOCC2)C(=O)N1Cc1ccc(N2CCCC2=O)cc1 (stereo not given)
3.6%	-4%	CCOC(=O)N1CCN(C(=O)c2cc(C)c3c(C)nn(-c4ccccc4)c3n2)CC1
1.8%	2%	COC(=O)c1ccccc1NC(=O)c1c(C)c(-c2ccc(C)cc2)nc2ccccc12
-0.5%	-3%	O=C(O)CN1C(=O)/C(=C2/SC(=Nc3cccc(Cl)c3Cl)NC2=O)c2ccccc21
8.2%	.	N=c1sccn1CC(=O)Nc1ccccc1Oc1ccccc1
12%	2%	Cc1ccccc1NC(=O)CSc1[nH]c(=O)cc(C)c1C#N
-5.5%	-2%	CCCCSc1nsc(NC(C)=O)n1
-0.9%	.	S=C(Nc1ccc2c(c1)OCO2)NC1CCN(Cc2ccccc2)CC1
0.2%	.	CC(=O)c1c(C(C)=O)c(C)n(NC(=O)c2ccc(Cl)cc2)c1C
0.6%	.	CCCS(=O)(=O)NCCc1cc2ccc(C)cc2[nH]c1=O
-5.9%	3%	COc1ccc(C)cc1NC(=O)C(=O)NCc1ccccn1
-5.7%	2%	CSCC[C@H](NC(=O)C1CCN(S(=O)(=O)c2ccc(C)cc2)CC1)C(=O)NCc1ccco1
-5.1%	1%	O=C(c1cc(Cl)ccc1Cl)N(Cc1ccccc1)c1ccccn1
0.9%	.	CCOc1ccc(CCNC(=O)c2cc3sccc3n2CC)cc1OCC
-1.6%	3%	COc1ccccc1C1/C(=C(\O)c2ccc(Cl)cc2)C(=O)C(=O)N1c1cccnc1 (stereo not given)
-2.4%	0%	O=C(/C=C/c1ccc(F)cc1)N1CCN(c2ccc(Cl)cc2)CC1
2.4%	2%	Fc1ccc2nc(-c3ccccc3)nc(SCc3nnc(-c4ccccc4)o3)c2c1
1.3%	5%	COC(=O)C1=C(C)N(c2cccc(C)c2)C(=O)/C1=C\c1ccc(O)cc1
-3.7%	-14%	Cc1nc(-c2ccc(C(=O)N3CCOCC3)cc2)cs1
-1.9%	1%	Cn1c(/C=C(/OC(=O)c2ccc(F)cc2)c2ccc(F)cc2)nc2ccccc21
8.5%	.	Cc1nnc(SC(C)C(=O)Nc2ccc(S(=O)(=O)NC3CCCCC3)cc2)s1 (stereo not given)
3.4%	7%	CCn1cc(C(=O)N2CCCc3ccccc32)c2cc(OC)c(OC)cc2c1=O

Taken from above.
`Cn1c(/C=C(/OC(=O)c2ccc(F)cc2)c2ccc(F)cc2)nc2ccccc21` in Hsp70 inhibitors: -1.9%
`COc1ccccc1C1/C(=C(\O)c2ccc(Cl)cc2)C(=O)C(=O)N1c1cccnc1` (stereo not given) in Hsp70 inhibitors: -1.6%
`O=C(/C=C/c1ccc(F)cc1)N1CCN(c2ccc(Cl)cc2)CC1` in MKP-3 inhibition: 0%
`COc1ccc(C)cc1NC(=O)C(=O)NCc1ccccn1` in MKP-3 inhibition: 3%

Next part.
Hsp70 inhibitors	MKP-3 inhibition	SMILES
3.4%	-3%	C=CCOc1c(Br)cc(C2C3=C(CC(C)(C)CC3=O)OC3=C2C(=O)CC(C)(C)C3)cc1OCC
-1.5%	-5%	COC(=O)c1cc(Br)c(=O)n(CCN2CCOCC2)c1
0.5%	4%	COc1ccc(OC)c(/C=C2\SC(N3CCCCC3)=NC2=O)c1
1.2%	1%	O=C(CCS(=O)(=O)c1ccc(Br)s1)NCc1ccc2c(c1)OCO2
0.9%	-6%	Cc1ccc2nc(SCC(=O)NC(=O)NCc3ccco3)[nH]c2c1
-0.7%	-5%	CC1CCCC(C)N1C(=O)CSc1nnc(-c2cccs2)o1 (stereo not given)
2.8%	-4%	O=[N+]([O-])c1ccc2c(c1Nc1ccccc1)=NC1(CCCCC1)N=2
1.5%	.	CCCCNC(=O)C1CCCN(S(=O)(=O)c2ccc(S(=O)(=O)NCC(C)C)cc2)C1 (stereo not given)
-0.8%	3%	O=C(Cn1ncc2c(=O)oc3ccccc3c21)NC1CC1
-0.9%	-2%	O=C(COc1ccccc1)Nc1cccc(Cl)c1Cl
0.9%	.	CCOc1cc(C#N)c(NC(=O)c2cccnc2Cl)cc1OCC
5.2%	-4%	CCCn1c(CCc2ccccc2)nnc1SCC(=O)N1CCCC1
6.0%	-16%	CCOC(=O)c1ccc(-c2nnc(-c3ccc(Cl)cc3Cl)o2)cc1
1.2%	.	Cc1cc(Nc2ccccc2)n(C(=O)c2ccc(Cl)cc2)n1
1.2%	-1%	O=C1C2C3C=CC(C4CC34)C2C(=O)N1c1ccc(Cl)cc1 (stereo not given)
1.9%	-5%	COc1ccc(C(=O)Nc2cc3c(cc2C#N)OCO3)cc1S(=O)(=O)NCc1ccco1
-5.9%	.	CC1=C(C(=O)c2ccccc2)C(c2cn(-c3ccccc3)nc2-c2ccc(Cl)cc2)NC(=S)N1 (stereo not given)
-0.1%	.	O=C(NCCN1CCCCC1)Nc1ccccc1
-2.9%	0%	CCOc1ccc(C(=O)Nc2nnn(CC)n2)cc1
2.2%	3%	COc1cccc(-n2c(C=C3C(=O)Nc4ccc(Br)cc43)nc3ccccc3c2=O)c1
5.5%	-6%	O=c1cc(O)c2c(=O)n3c4c(cccc4c2o1)CCC3
4.6%	3%	COc1cc(C2NC(=O)NC(C)=C2C(=O)OCc2ccc3c(c2)OCO3)cc(Br)c1O (stereo not given)
-2.9%	1%	CCOC(=O)C1=C(C)NC(=O)CC1c1cc2c(cc1[N+](=O)[O-])OCO2 (stereo not given)
-2.2%	1%	COc1cc(OC)cc(C(=O)Nc2cccc(-c3nc4ncccc4o3)c2C)c1

A second format for three compounds above.
O=C(COc1ccccc1)Nc1cccc(Cl)c1Cl
  Hsp70 inhibitors: -0.9%
  MKP-3 inhibition: -2%
CCOc1cc(C#N)c(NC(=O)c2cccnc2Cl)cc1OCC
  Hsp70 inhibitors: 0.9%
  MKP-3 inhibition: .
CCCn1c(CCc2ccccc2)nnc1SCC(=O)N1CCCC1
  Hsp70 inhibitors: 5.2%
  MKP-3 inhibition: -4%

The results go on.
Hsp70 inhibitors	MKP-3 inhibition	SMILES
-6.4%	0%	CCn1nc(NC(=O)c2ccncc2)c2cc3ccc(C)cc3nc21
77%*	79%*	O=C(O)C1Nc2c(cccc2[N+](=O)[O-])C2C=CCC12 (stereo not given)
82%*	91%*	O=C1NC(=S)N(c2ccccc2F)C(=O)/C1=C/c1ccc(I)o1
-5.2%	.	COc1ccccc1Nc1nc(=O)[nH]nc1C
6.3%	12%	COc1ccc(CCNS(=O)(=O)c2cccc(C(=O)O)c2)cc1OC

Some of the compounds tested. The share of hits here may be higher or lower than overall.
